HEK293 tox: qHTS of GLP-1 Receptor Inverse Agonists: Cytotox Screen; HEK293 cAMP-luciferase reporter cells, luminescence, 24 h; Potency, µM (doses to about 38.3 µM), for inactives: at the highest dose activity change, negative = inhibition, most hits filed as inhibitors; actives 0.13% (n = 410,000); AID 624418, 2012;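 note: loss of luciferase light is scored as toxicity; potency is the fitted concentration of half-maximal effect; % is set by controls: 0 for no effect and ±100 for the full control effect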
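Seeding density was 200 cells/uL; after overnight-length (12 h) culture, 23 nL compounds went on for 24 h at 37 °C. Readout used a luciferase detection reagent, luminescence taken after 12 min at room temperature.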
TDP-43 yeast inh: qHTS of TDP-43 Inhibitors. TDP-43 expressing yeast growth rescue, BacTiter-Glo, 24 h. Potency, µM (highest dose often 46.1 µM), for the others: at the highest dose growth rescue (activation), most hits filed as activators. actives 1.8% (n = 410,000); note: potency is the fitted concentration of half-maximal effect; % of control where 0% means no effect; nearly all actives have a fitted effect of over 50% in size
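Luminescence from BacTiter-Glo reports growth of TDP-43-expressing yeast after 24 hr at 30 deg C with compound. Cells were raffinose-pregrown to mid-log, then seeded in galactose medium at OD600=0.02.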
MmCpn inh: Inhibitors of TCP-1 ring complex (TRiC) of Methanococcus maripaludis (MmCpn): qHTS; Chaperonin Mm-Cpn (Methanococcus maripaludis); purified Mm-Cpn ATPase, ADP Transcreener TR-FRET; Potency, µM (highest dose often 76.9 µM), inactives show at the top dose activity, negative = inhibition, actives largely listed as inhibitors; actives 0.031% (n = 330,000); AID 504842, 2011; note: potency is the fitted concentration of half-maximal effect; % is set by controls: 0 for no effect and ±100 for the full control effect; nearly all actives have a fitted effect of over 80% in size
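Measured: ADP formation by purified Mm-CPN. Conditions: 25 nM protein, 10 uM ATP, Tris pH 7.4 with Mg2+, K+ and DTT, 37°C for 30 min. Detection: Transcreener HTRF after 30 min at room temperature.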
GLP-1R inv ag: qHTS of GLP-1 Receptor Inverse Agonists (Inhibition Mode). Glucagon-like peptide 1 receptor (Homo sapiens), P43220. actives 1.6% (n = 410,000). Potency, µM (top dose mostly 38.3 µM), inactives show at the top dose activity change, negative = inhibition, actives largely listed as inhibitors. HEK293 GLP-1R CRE-luciferase, luminescence, 24 h; GLP-1R form is constitutively active. AID 624417, 2012; note: potency is the fitted concentration of half-maximal effect; % is set by controls: 0 for no effect and ±100 for the full control effect; nearly all actives have a fitted effect of over 55% in size
Target sequence (P43220 whole entry, looked up): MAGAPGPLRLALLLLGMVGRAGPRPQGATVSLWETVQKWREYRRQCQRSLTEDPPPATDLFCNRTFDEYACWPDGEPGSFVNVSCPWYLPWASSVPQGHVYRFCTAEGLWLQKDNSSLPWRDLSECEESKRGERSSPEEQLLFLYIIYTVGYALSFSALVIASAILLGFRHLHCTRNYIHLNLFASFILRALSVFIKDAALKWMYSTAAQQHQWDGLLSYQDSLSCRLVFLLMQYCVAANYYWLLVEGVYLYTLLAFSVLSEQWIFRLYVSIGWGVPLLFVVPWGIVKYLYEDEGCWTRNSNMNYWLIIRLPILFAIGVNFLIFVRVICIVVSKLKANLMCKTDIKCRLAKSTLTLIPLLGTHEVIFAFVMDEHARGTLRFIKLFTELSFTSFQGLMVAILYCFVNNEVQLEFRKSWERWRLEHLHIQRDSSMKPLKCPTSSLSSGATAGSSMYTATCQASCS
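Inverse agonism was detected as reduced cAMP-driven luciferase luminescence after 24 h compound treatment. The cells were HEK293 clones expressing constitutively active human GLP-1R with the reporter. Reporter-only and GPR119 cell lines served as counterscreen controls.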
FUS yeast rescue: qHTS for Suppressors of FUS Proteinopathy: Primary screen using FUS-linked yeast assay | AID 1347120, 2019 | Potency, µM (series often up to 76.6 µM), inactives show at the highest dose growth rescue (activation), most hits filed as activators | S. cerevisiae FUS-expressing, growth rescue, OD600, 24 h | actives 0.24% (n = 390,000);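 note: potency is the fitted concentration of half-maximal effect; plate controls were DMSO vehicle for no effect and reference control for full effect; nearly all actives have a fitted effect of over 55% in size; some results filed as inactive show a strong effect at the top dose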
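Cultures pregrown in 2.5% raffinose medium are shifted to minimal medium containing 2% galactose to express toxic FUS. Compounds are tested at several concentrations. After 24hr at 30C, growth is quantified at 600 nm absorbance.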
Abeta yeast res: qHTS for compounds that reverse cellular toxicity of Amyloid beta (A-beta) peptide in yeast: Primary Screen; Potency, µM (titrated, usually from 46.1 µM), for inactives: at the highest dose growth rescue, hits mostly activators; AID 1347071, 2019; actives 0.063% (n = 410,000); yeast expressing A-beta42, growth rescue, OD600, 48 h; response scale: 0% DMSO, 100% iron-clioquinol control; note: potency is the fitted concentration of half-maximal effect; nearly all actives have a fitted effect of over 55% in size
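Growth rescue measured by 600 nm absorbance after 48 h yeast culture at 30 C with compound. Values normalized between DMSO and an equimolar ferric chloride plus clioquinol control.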
Akt phos inh: HTS Assay for Inhibitors of Akt Phophorylation: Primary Screen; Neuro2A IGF-stimulated pAkt S473 HTRF, 20 min; stronger effect = lower value; activity change, % for hits at 50 µM; actives 0.32% (n = 360,000); AID 651550, 2012; in the data active = activity change below about -80%; inconclusive = mostly about -51% to -80%; note: % is set by controls: 0 for no effect and ±100 for the full control effect
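Single-point screen (50 µM final compound) in Neuro2A cells stimulated 20 min with 6 nM IGF at 37 deg C. After lysis, Ser473-phosphorylated Akt read by HTRF (ex 330 nm, em 615/665 nm) as the 665/615 ratio.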
aSyn rescue: qHTS of alpha-syn Inhibitors. Yeast expressing alpha-synuclein, growth rescue, BacTiter-Glo, 24 h. Potency, µM (titrated, usually from 46.1 µM), without a hit: at the top dose growth rescue (activation), actives largely listed as activators. actives 0.14% (n = 370,000). AID 652106, 2013; note: potency is the fitted concentration of half-maximal effect; % of control where 0% means no effect; nearly all actives have a fitted effect of over 65% in size
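Galactose-induced alpha-syn yeast (OD600=0.02, raffinose-pregrown) + pinned cpd, 24 hr, 30 deg C; growth by BacTiter-Glo luminescence. Growth restoration scores as activation.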
PTHR1 ag: qHTS for PTHR1 Agonists: Primary Screen. Potency, µM (highest dose often 115 µM), inactives show top-dose activation, actives largely listed as activators. AID 743266, 2014. HEK293 GP2 PTHR1 cells, GloSensor cAMP luminescence, 1 h. actives 0.075% (n = 410,000). Parathyroid hormone/parathyroid hormone-related peptide receptor (Homo sapiens), Q03431; note: potency is the fitted concentration of half-maximal effect; nearly all actives have a fitted effect of over 55% in size; some results filed as inactive show a strong effect at the top dose; inactives centre near -15; many of its hits are not listed in these tables
Target sequence (Q03431 whole entry, looked up): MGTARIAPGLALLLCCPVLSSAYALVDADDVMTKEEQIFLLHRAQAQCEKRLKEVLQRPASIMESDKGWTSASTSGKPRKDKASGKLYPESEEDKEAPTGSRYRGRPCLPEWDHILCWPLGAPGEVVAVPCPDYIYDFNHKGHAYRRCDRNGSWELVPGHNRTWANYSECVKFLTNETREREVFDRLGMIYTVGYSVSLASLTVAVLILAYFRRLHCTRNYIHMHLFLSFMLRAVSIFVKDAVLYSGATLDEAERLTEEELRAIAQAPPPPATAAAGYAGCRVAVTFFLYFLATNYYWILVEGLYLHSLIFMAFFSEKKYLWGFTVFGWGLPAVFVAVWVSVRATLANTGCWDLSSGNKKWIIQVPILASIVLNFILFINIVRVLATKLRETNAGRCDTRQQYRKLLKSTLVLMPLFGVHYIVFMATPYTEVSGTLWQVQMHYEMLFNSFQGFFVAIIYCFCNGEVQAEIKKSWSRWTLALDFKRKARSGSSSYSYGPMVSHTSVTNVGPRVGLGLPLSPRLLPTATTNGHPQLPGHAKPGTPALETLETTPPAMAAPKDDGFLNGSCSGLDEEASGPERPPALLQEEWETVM
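HEK-293-derived GP2 cells expressing PTHR1 and a GloSensor cAMP reporter, 3,000/well, plated overnight, given luciferin plus IBMX (each 0.5 mM as added) for 1 h at 37 °C, then compound for 1 h at 37 °C. Luminescence was read after 15 min at room temperature.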
* marks the source's active call; other numbers are inactive results; i = inactive; ? = inconclusive; . = no result given; [ ] = another dose, or the depositor's remark. Unless noted, calls come from the whole dose curve; as a rule, active = well fitted curve in the direction sought with a large enough effect; inconclusive = small, poorly fitted or top-dose-only effect, or another doubt; inactive = no such curve, though single readings can be large; an effect the other way counts as inactive or inconclusive. This is a subset; rates above refer to the full screens.

SMILES	HEK293 tox	TDP-43 yeast inh	MmCpn inh	GLP-1R inv ag	FUS yeast rescue	Abeta yeast res	Akt phos inh	aSyn rescue	PTHR1 ag
COc1ccc(N2C3=C(C(=O)CC(C)(C)C3)C(c3ccccc3OC)C3=C2CC(C)(C)CC3=O)cc1	.	4%	0%	?	38%	-5%	i	0%	-14%
CCOC(=O)c1c(NC(=O)CSc2nncs2)sc(C)c1C	86%[activator]	5%	-1%	16%	-37%	6%	.	6%	i
Cc1ccn2c(=O)c(C(=O)NCCc3ccc(S(N)(=O)=O)cc3)c(O)nc2c1	4%	-14%	.	-10%	-14%	-11%	.	.	?
COc1ccc(Nc2ncnc3nc[nH]c23)cc1OC	-15%	17%	-2%	23%	8%	3%	i	-4%	i
Cc1ccc(S(=O)(=O)N[C@@H](C)CO)cc1	7%	15%	.	54%[activator]	-8%	1%	i	1%	-8%
COc1ccc(-n2nc3cc(C)c(NC(=O)c4ccc(C)cc4C)cc3n2)cc1Cl	-18%	0%	.	2%	-11%	-14%	.	.	-23%
C=CCn1c(O)c(/C=C2\C=NN=C2c2ccccc2)sc1=S	?	-7%[1.82 µM]	0%	-12%	13%	6%	i	1%	-4%
CCOC(=O)NC(=O)COC(=O)c1ccc(O)cc1	0%	2%	1%	11%	-15%	-4%	i	-9%	i
O=C(Oc1cccc(NC(=O)c2ccco2)c1)c1cccc(S(=O)(=O)N2CCCC2)c1	2%	16%	-8%	3%	?	-3%	i	13%	-33%
Cc1ccc(-c2nn(C)c(=O)c3ccccc23)cc1CN1CCOCC1	-19%	-11%	1%	24%	4%	0%	i	-7%	-15%[57.5 µM]
CCOC(=O)c1cc(-c2ccccc2)sc1NC(=O)CC	-10%	-20%	-2%	-4%	.	-12%	i	-2%	i
Cc1cc2c(OCC(O)CNC3CCCCC3)cccc2[nH]1 (configuration not stated)	-11%	-14%	2%	?	24%	-3%	i	-2%	i

Brought forward from above: two entries; new compounds follow.
SMILES	HEK293 tox	TDP-43 yeast inh	MmCpn inh	GLP-1R inv ag	FUS yeast rescue	Abeta yeast res	Akt phos inh	aSyn rescue	PTHR1 ag
CCOC(=O)c1cc(-c2ccccc2)sc1NC(=O)CC	-10%	-20%	-2%	-4%	.	-12%	i	-2%	i
Cc1cc2c(OCC(O)CNC3CCCCC3)cccc2[nH]1 (configuration not stated)	-11%	-14%	2%	?	24%	-3%	i	-2%	i
COc1cc2[nH]c(=S)n(CC3CCCO3)c(=O)c2cc1OC (configuration not stated)	-13%	-7%	-1%	8%	15%	11%	.	0%	-5%[57.5 µM]
CC1(O)CC(=O)N(c2ccccc2)O1 (configuration not stated)	1%	20%	2%	0%	-28%	16%	.	.	i
Cc1c(C(=O)N2CCC(C)CC2)c(S(=O)(=O)Nc2cccc(C#N)c2)c(C)n1C	1%	0%	.	-3%	15%	-9%	.	.	i
Fc1ccc(Br)cc1C1C=C(c2ccc(Br)cc2)Nc2ncnn21 (configuration not stated)	.	10%	-2%	12%	33%	-87%[inhibitor]	i	-31%[inhibitor]	-3%[57.5 µM]
COc1cc(CC(=O)OCC(=O)Nc2ccc3c(c2)OCO3)cc(OC)c1OC	2%	4%	2%	16%	7%	5%	i	9%	i
CC(C)(C)c1ccc(-c2n[nH]c(=S)n2-c2ccccc2)cc1	?	-23%	-12%	31%[activator]	11%	-22%	i	-5%	-19%
CCCCOc1cccc(C(=O)N(Cc2cccs2)C2CCS(=O)(=O)C2)c1 (configuration not stated)	-9%	-7%	2%	-26%	37%	0%	i	2%	-7%[57.5 µM]
CCCCCN(C(=O)CCC(=O)OCC(=O)N1CCCCC1)c1c(N)n(CCCC)c(=O)[nH]c1=O	-1%	12%	2%	14%	.	-8%	i	-1%	i
CCOc1cc(C2C(C(=O)OC)=C(C)NC3=C2C(=O)c2ccccc23)c(Br)cc1O (configuration not stated)	-27%	0%[9.22 µM]	.	?	-13%	-14%	.	.	i
COc1ccccc1NS(=O)(=O)c1ccc(Cl)cc1	28%	11%	-1%	6%	9%	-8%	i	15%	-16%[57.5 µM]
O=c1cc(-c2ccccc2)c2c(O)cc(O)cc2o1	21%	19%	-2%	10%	-2%	-8%	i	-34%[inhibitor]	-45%[inhibitor]
Cn1c(N2CCN(c3ccccn3)CC2)nc2c1c(=O)n(Cc1ccc(Cl)cc1)c(=O)n2C	-7%	11%	-2%	-4%	-7%	14%	i	1%	-41%[inhibitor]
COC(=O)c1ccccc1NC(=O)c1ccc(CN2CC(=O)N3CCCCC3C2=O)cc1 (configuration not stated)	0%	15%	.	7%	30%	-10%	.	.	i
CCc1ccc(-n2c(=O)c3c4c(sc3n(CC(=O)c3ccc(Br)cc3)c2=O)CCC4)cc1	1%	3%	.	-9%	0%	-4%	.	.	-52%[inhibitor]
CCOc1cc(CNCC(C)C)c(Cl)cc1OCC(=O)Nc1ccccc1	-7%	-8%[0.397 µM]	0%	11µM*	16%	4%	i	-2%	i
CCc1c(C)nc(SCC(=O)N2CCCCC2)[nH]c1=O	4%	-6%	-3%	2%	-11%	0%	i	10%	-19%
Cc1ccc(C)c(N2CCN(S(=O)(=O)c3cc(C(=O)Nc4cc(Cl)cc(Cl)c4)ccc3F)CC2)c1	8%	19%	.	10%	-7%	4%	.	.	1%
COc1ccc(/C=C(\C#N)C(=O)OCC(=O)NCc2ccccc2)cc1	-7%	18%	-1%	10%	-29%	10%	i	2%	-23%
Cc1ccnc(N2CCN(c3cc(C)c(C#N)c4nc5ccccc5n34)CC2)c1	-4%	-1%	.	70%[activator]	-7%	16%	i	3%	i
Cc1ccc(-n2c(SCC(=O)OC(C)C)nnc2-c2ccncc2)cc1	-4%	12%	-8%	0%	3%	13%	.	7%	i
CC(C)CCn1c(SC(C)C(=O)NC2CC2)nc2ccccc2c1=O (configuration not stated)	-3%	21%	-2%	4%	0%	-3%	i	2%	i
C/C(=N\NC(=O)C(C)n1nc(C)c([N+](=O)[O-])c1C)c1ccccc1O (configuration not stated)	3.2µM*	5%	2%	?	.	23%	i	-2%	-18%
O=C(COC(=O)c1ccc(S(=O)(=O)N2CCCCC2)cc1)NCc1ccco1	8%	22%	-3%	12%	17%	-4%	i	7%	i
N#CCCN1CCCN(CCC#N)CCN(CCC#N)CCCN(CCC#N)CC1	4%	5%	0%	-19%	-20%	8%	i	0%	i
CC(C)(C)C1CCC(=NNS(=O)(=O)c2ccc(Br)cc2)CC1 (configuration not stated)	3%	0%	0%	10%	5%	16%	i	?	-7%[57.5 µM]
COc1cc(C2Nn3c(nnc3-c3ccccc3OC)S2)ccc1O (configuration not stated)	-1%	7%	2%	3%	2%	15%	i	-9%	i
CC1=C(C(=O)N2CCN(c3cccc(Cl)c3)CC2)C2(CCCCC2)OC1=O	-7%	14%	.	-5%	3%	-11%	.	.	-9%
O=C(Nc1cc(Cl)cc(Cl)c1)C1CC(=O)N(C2CCCC2)C1 (configuration not stated)	-3%	-15%	1%	8.9µM*	21%	-3%	i	12%	i
COc1ccc(/C(N)=N/OC(=O)CSc2ccccc2)cc1OC	0%	25%	-1%	-24%	32%	-9%	i	1%	-25%
Cc1ccc(NS(=O)(=O)c2cc([N+](=O)[O-])ccc2NNC(=S)Nc2cccc(Cl)c2)c(C)c1	?	18%	3%	?	.	-15%	i	-12%	-23%
CN(C)C(=O)CSc1nnc2sc3ccccc3n12	-22%	10%	1%	-13%	-9%	-4%	i	4%	-11%
C#CCOCCOCCOCCNc1nc(N2CCN(C(=O)[C@H](CCCCN)n3cc([C@@H](N)C(C)CC)nn3)CC2)nc(N2CCN(C(=O)[C@H](CCCCN)n3cc([C@@H](N)CC(C)C)nn3)CC2)n1 (some centres not stated)	10%	-4%	.	10%	3%	-1%	i	-1%	-10%
Cc1cccc(NC(=O)N[C@@H](C)C(=O)O)c1	-9%	4%	1%	1%	-5%	8%	i	5%	-44%[inhibitor][57.5 µM]
CC1(C)C2CCC(C2)C1(C)NC(=O)CN1CCN(Cc2ccccc2)CC1 (configuration not stated)	1%	-6%	0%	?	9%	-19%	i	-7%	-7%
COc1cc(-c2nc(Cn3nnc(C(=O)Nc4ccc(C)cc4C)c3C)c(C)o2)cc(OC)c1OC	1%	15%	.	2%	-3%	-2%	.	.	i
O=C(O)c1cc(N2C(=O)CCC2=O)ccc1Cl	1%	17%	0%	4%	-7%	2%	i	1%	-23%
CCC(C)NC(=O)c1cnn2c1NC(c1ccc3c(c1)OCO3)CC2C(F)(F)F (configuration not stated)	-11%	13%	0%	0%	27%	4%	i	1%	-11%[57.5 µM]
O=S(=O)(Nc1ccc(-c2ccc3nncn3n2)cc1)c1cc(F)ccc1F	-2%	-15%	3%	106%[activator]	-7%	-5%	i	-4%	i
COc1cc(/C=C/C(=O)OC2CC3CCC2(C)C3(C)C)ccc1O (configuration not stated)	1%	3%	1%	?	45%	-90%[inhibitor]	i	-69%[inhibitor]	-10%

Compound activity (PubChem BioAssay)
